Screens (PubChem)
SR-BI HDL uptake: blocks mouse SR-BI lipid uptake from DiI-HDL; ldlA[mSR-BI] CHO cells, DiI-HDL uptake fluorescence, 3 h; inhibition, % at 12.5 µM; actives 0.96% (n = 320,000);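 active = mean replicate inhibition of at least 70% and a set share of replicates each scoring 70 or more; inconclusive = meets just one of the two criteria; inactive = fails both criteria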;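 note: 0% = median of neutral control wells and 100% = median of positive control wells; values of inactives mirror those of a sister screen read the other way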
SUMO Mot1 rescue: SUMOylation pathway inhibition by Mot1-301 growth rescue | actives 1% (n = 320,000) | growth rescue, % at 18.8 µM | S. cerevisiae Mot1-301 growth rescue, ATP luminescence, 38.5C; percent above DMSO median, 100 means doubled;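 active = every valid replicate shows activation above 250% relative to neutral control wells; inactive = the rest, any valid replicate at or below 250%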;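 note: OY570 slx delta 5 strain wells were the positive control but not used for scaling; some compounds called inactive have numbers as strong as hits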
PKA-R1A activ: PKA-R1A complex activation; PKA-R1A dissociation, Cy5-IP20 fluorescence polarization; scaled: DMSO 0%, 113 µM cGMP 100%; AID 504707; actives 0.083% (n = 340,000); P00514+P68181; activation, % at 11.4 µM;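 active = percent activation above the mean of all tested compounds plus 3 SD, cut at about 19% in these data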;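 note: higher means more PKAc released from R1A so a rise in polarization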
DSG3 Ab inh: inhibitors of pemphigus antibody binding to human desmoglein-3 | DSG3-coupled beads, scFv-anti-DSG3-GFP binding, flow cytometry; active compounds read low | binding (percent of control), % at 10 µM | P32926 | actives 0.48% (n = 310,000);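 active = binding more than 3 SD below its plate's average and above zero; inconclusive = below that plate limit but binding exactly zero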;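 note: hits lower antibody fragment binding to DSG3; some compounds called inactive have numbers as strong as hits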
Arr AP2 block: blocks beta-arrestin peptide binding to AP2 adaptin. inhibition, % at 10 µM. FITC-arrestin peptide / GST-AP2 beads, flow cytometry; AP2 beta2 appendage carries R879A mutation. actives 0.31% (n = 340,000). AID 504490;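 active = inhibition above a set limit, near 3 SD of compounds lacking own fluorescence, cut at about 54% in these data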;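 note: plate controls were DMSO wells for no effect and 5 µM unlabelled arrestin peptide for full effect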
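System: GST-AP2 R879A glutathione beads. Medium: PBS with 0.05% Tween 20 and 0.1% BSA. Also added: FITC-arrestin peptide, 50 nM. Incubation: 12 min plus 1 h, RT. Measured by: high-throughput flow cytometry of beads, ex 488, em 535 nm. Evaluation: percent drop in bead-associated FITC signal.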
MITF TRPM1 HTS: increases MITF-driven TRPM1 promoter luciferase signal. SK-MEL-5 TRPM1-promoter luciferase, 24 h; % of positive control, neutral wells = 0. activation, % at 12.5 µM. actives 0.75% (n = 300,000);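 active = mean activation of at least 80% with every replicate also reaching 80%; inconclusive = mean reaches 80% but some replicate falls short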;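 note: 0% = neutral control wells and 100% = parthenolide positive control wells; values of inactives mirror those of a sister screen read the other way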
NSD2 HMT inh: blocks human histone methyltransferase NSD2; O96028; NSD2 peptide methylation, AlphaScreen, 120 min; inhibition, % at 12.5 µM; actives 0.54% (n = 310,000); AID 743445; in the data active = inhibition above about 50%
Target sequence (O96028 whole entry, looked up): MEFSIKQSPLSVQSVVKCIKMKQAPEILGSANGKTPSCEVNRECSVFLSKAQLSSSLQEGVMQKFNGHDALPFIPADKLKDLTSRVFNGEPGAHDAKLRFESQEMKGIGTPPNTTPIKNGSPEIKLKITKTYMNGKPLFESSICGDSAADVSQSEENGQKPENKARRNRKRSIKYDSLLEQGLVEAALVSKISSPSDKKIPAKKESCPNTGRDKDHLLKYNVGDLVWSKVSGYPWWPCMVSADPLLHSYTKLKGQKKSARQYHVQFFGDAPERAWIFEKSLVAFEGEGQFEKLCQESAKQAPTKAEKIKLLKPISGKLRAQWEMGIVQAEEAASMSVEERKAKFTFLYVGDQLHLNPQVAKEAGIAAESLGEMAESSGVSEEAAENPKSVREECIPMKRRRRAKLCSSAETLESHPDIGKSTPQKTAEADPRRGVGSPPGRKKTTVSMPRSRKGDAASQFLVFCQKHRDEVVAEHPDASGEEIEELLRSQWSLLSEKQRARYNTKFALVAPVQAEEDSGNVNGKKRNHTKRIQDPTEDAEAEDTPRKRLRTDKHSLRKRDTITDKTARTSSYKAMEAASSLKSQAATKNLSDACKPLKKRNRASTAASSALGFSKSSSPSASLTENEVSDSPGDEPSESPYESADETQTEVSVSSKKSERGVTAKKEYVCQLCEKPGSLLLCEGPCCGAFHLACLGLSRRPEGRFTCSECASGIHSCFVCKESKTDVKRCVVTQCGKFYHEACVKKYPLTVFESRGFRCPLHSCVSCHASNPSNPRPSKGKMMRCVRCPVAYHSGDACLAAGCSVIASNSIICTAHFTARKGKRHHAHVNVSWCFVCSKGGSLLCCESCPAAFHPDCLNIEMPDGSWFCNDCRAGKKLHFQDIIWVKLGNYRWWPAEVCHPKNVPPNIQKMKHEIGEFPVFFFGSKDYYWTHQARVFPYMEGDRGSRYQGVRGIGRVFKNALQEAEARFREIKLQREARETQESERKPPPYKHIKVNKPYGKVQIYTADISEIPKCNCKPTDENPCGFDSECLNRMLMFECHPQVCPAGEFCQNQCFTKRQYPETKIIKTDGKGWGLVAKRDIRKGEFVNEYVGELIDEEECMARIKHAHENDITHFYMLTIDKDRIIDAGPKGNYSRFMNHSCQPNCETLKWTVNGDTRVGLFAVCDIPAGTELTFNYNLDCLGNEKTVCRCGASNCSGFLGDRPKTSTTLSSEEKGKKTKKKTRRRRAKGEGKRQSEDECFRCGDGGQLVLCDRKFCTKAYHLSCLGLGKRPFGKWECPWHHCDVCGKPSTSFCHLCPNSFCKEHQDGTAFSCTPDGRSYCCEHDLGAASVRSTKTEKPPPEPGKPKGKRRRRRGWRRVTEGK
PKA-R2B activ: activators of human PKA-R2B complex. P22694+P31323. PKA-R2B holoenzyme dissociation, Cy5-IP20 fluorescence polarization; R2B truncated from residue 108, S112A mutant; 0% DMSO only, 100% 113 µM cGMP. activation, % at 11.4 µM. actives 0.079% (n = 340,000);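 active = activation above a cutoff set at the mean over all compounds plus 3 SD, cut at about 18% in these data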;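 note: higher means more holoenzyme dissociation and a rise in polarization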
CDK5 p35 inh: inhibitors of human CDK5/p35 kinase; Recombinant CDK5/p35, ADP-Glo luminescence, 60 min; inhibition, % at 10 µM; Q00535+Q15078; actives 0.01% (n = 330,000);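 active = highest replicate inhibition of at least 50% and at least 75% of replicates reaching 50%; inconclusive = only one of the two criteria met; inactive = both criteria failed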;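 note: plate controls were DMSO neutral control for no effect and GW8510 at 10 µM for full effect; many of its hits are not listed in these tables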
SR-BI uptake up: SR-BI HDL lipid transfer activation. CHO ldlA[mSR-BI] cells, DiI-HDL uptake fluorescence, 3 h; 100 = double the neutral-control signal. activation, % at 12.5 µM. actives 0.096% (n = 320,000). AID 504775;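 active = mean replicate activation of at least 60% and every replicate at or above 60%; inconclusive = mean or all-replicate condition met, but not both; inactive = mean below 60% and not all replicates reaching 60%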;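 note: 0% = median plate neutral-control signal and 100% = twice that signal; values of inactives mirror those of a sister screen read the other way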
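Test system: SR-BI-overexpressing, LDLR-lacking CHO cells; Medium: Ham's F12 with 0.5% BSA, HEPES 25 mM, pH 7.4; Schedule: 3 h, 37 °C; Technique: bottom-read fluorescence, 550/595 nm.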
dFosB activator: activators of mouse delta FosB homodimer | actives 0.99% (n = 340,000) | P13346 | purified delta FosB, TAMRA-CDK5 oligo fluorescence polarization; percent of positive-control signal above neutral wells | activation, % at 25 µM;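 active = mean activation above about 17%, with every replicate also reaching it, limit read from the data, passing the limit was not always enough; inconclusive = only one of the two conditions met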;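 note: fluorescence polarization rise as delta FosB binds a TAMRA Cdk5 AP-1 oligo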
Active calls of the source: *; ? = inconclusive; · = no result given.

Below each compound – SR-BI HDL uptake, SUMO Mot1 rescue, PKA-R1A activ, DSG3 Ab inh, Arr AP2 block, MITF TRPM1 HTS, NSD2 HMT inh, PKA-R2B activ, CDK5 p35 inh, SR-BI uptake up, dFosB activator
Cc1ccc(N2CC(C(=O)Nc3cc(C(F)(F)F)ccc3N3CCCC3)CC2=O)cc1 (centres undefined)
 : 22, 12, -18, 98, -9, -10, 0, -5, 0.6, -22, -7
O=C(CCNS(=O)(=O)c1cccc2nsnc12)NCc1ccco1
 : -7, 43, 0, 102, 0, 3, -3, 8, 1.0, 7, 5
O=C(O)c1cc2ccc3cccc4ccc(c1)c2c34
 : -15, -15, 7, 108, -1, 12, -1, -2, -0.2, 15, -1
Cc1cccc(N2CCN(CCNC(=O)c3cc4c(s3)CS(=O)(=O)C4)CC2)c1C
 : 11, -5, -7, 98, 4, -8, ·, -1, -1.1, -11, -3
O=C(COC(=O)c1ccco1)NC1CCCC1
 : -12, -5, 3, ·, 30, 6, -2, 3, 0.7, 12, -2
O=C(Nc1nncs1)c1cccc(S(=O)(=O)N2CCc3ccccc32)c1
 : -29, -8, -16, 112, 33, 3, -1, -5, 1.5, 29, -10
CCn1nc(C)cc1C(=O)NC1CC(C)(C)Cc2c1cnn2-c1cccc(F)c1 (centres undefined)
 : 57, -5, -7, ·, 51, -6, -3, -1, 0.8, -57, -6
O=C(O)c1ccc[nH]c1=S
 : -34, -8, -2, 91, 29, 8, -1, 3, -1.3, 34, -3
Cc1[nH]c2ccccc2c1C(c1ccccn1)N1CCCC1 (centres undefined)
 : ·, 1, 5, 92, 36, -1, 13, -6, 1.7, ·, -4
COc1ccc(S(=O)(=O)Nc2ccc(N3CCOCC3)cc2)cc1Br
 : 1, 69, -16, 82, 9, ·, 0, -12, -1.0, -1, -4
CCCC(=O)Nc1ccc(Cc2ccc(NC(=O)CCC)c(C(=O)O)c2)cc1C(=O)O
 : -7, -7, -12, 100, 14, -8, 3, -6, -0.2, 7, 10
O=C(CN1C(=O)CSc2ccc(S(=O)(=O)N3CCOCC3)cc21)NCc1cccnc1
 : 2, -12, 2, 97, 8, -2, 6, 8, -5.2, -2, -11
CN1CCC(=NNC(=O)CN(c2ccccc2)S(=O)(=O)c2ccccc2)CC1
 : -16, 6, -5, 101, -8, -9, 0, -8, -1.0, 16, 0
O=C1COc2ccc(C(=O)COC(=O)CNC(=O)C3CCCCC3)cc2N1
 : 7, -5, -3, ·, 35, 5, 9, -4, 0.3, -7, -6
CN1C(=O)C2(OCC(COc3ccc(Cl)cc3)O2)c2ccccc21 (centres undefined)
 : 5, -2, -1, 112, 18, -6, -6, -5, 3.6, -5, -14
O=S(=O)(NCc1ccco1)N1CCCCCC1
 : 1, -2, -11, 107, 2, -8, 0, -11, -2.2, -1, -9
CC(=O)NC(CC(=O)OCC(=O)c1c(N)n(CC(C)C)c(=O)n(C)c1=O)c1ccccc1 (centres undefined)
 : 0, -14, -11, 106, -21, -9, -1, -9, 0.9, 0, 6
O=C(CCC(=O)c1ccc(Cl)cc1)OCn1nnc2ccccc2c1=O
 : 35, 21, -9, 98, -4, 5, 2, 2, 0.4, -35, -1
CC(NS(=O)(=O)c1ccc2c(c1)OCCCO2)C(=O)O (centres undefined)
 : 9, 7, 10, 97, 15, 6, -3, -9, 0.4, -9, -3
CCOC(=O)c1nc(-c2ccc(OC)c(OC)c2)no1
 : -4, ·, -3, 107, 45, 6, -3, 8, -0.3, 4, -3
Cn1cccc1CC(=O)N/N=C\c1c2ccccc2cc2ccccc12
 : 66, -4, -3, 81, 13, 3, 5, -7, -1.4, -66, -7
O=C(Nc1ccc(S(=O)(=O)N2CCOCC2)cc1)c1ccco1
 : -2, -4, -13, 94, -19, ·, -2, -8, 0.0, 2, -6
O=C(NN=C1CCCCCCCCCCC1)c1cccnc1
 : -23, -3, -1, 105, -10, 7, -3, 3, 3.9, 23, -5
O=C(c1cc(-c2cccnc2)nc2ccccc12)N1CCCc2ccccc21
 : -5, -2, -13, 93, 25, -5, 1, -6, 0.2, 5, -13
O=C(NCc1ccncc1)Nc1ccc2c(c1)OCO2
 : -16, -8, -8, 96, ·, 4, -2, -15, 1.9, 16, -2
CC(=O)Nc1ccc(S(=O)(=O)N(CC(=O)Nc2cc(C)on2)Cc2ccc(F)cc2)cc1
 : -195, 1, -1, 106, -9, 6, -5, -7, -4.6, ?, -10
CC(=O)C1=C(O)C(=O)N(c2nccs2)C1c1ccccc1 (centres undefined)
 : -16, 3, 1, 101, -12, 3, 0, -10, -0.2, 16, 0
Cc1ccc(NC(=S)Nc2ccccn2)c(C)c1
 : 24, -3, -4, 102, 20, 9, 1, -1, 0.9, -24, 2
COc1ccc(CCNC(=O)Cn2cnc3scc(-c4ccccc4)c3c2=O)cc1OC
 : 29, -3, -8, 104, 0, 5, 1, -14, 1.6, -29, -14
COc1ccc2[nH]c(=O)c3c(c2c1)OC(C)(C)C=C3
 : -15, 7, 1, 107, 18, ·, -2, -3, 8.4, 18, -2
O=C1c2cccc3cccc(c23)C(=O)N1CCCCCc1n[nH]c(=S)o1
 : -8, 5, -2, 112, -45, 4, ·, -1, 1.4, 8, -2
CC(NC(=O)C(=O)Nc1nccs1)c1ccccc1 (centres undefined)
 : -10, 137, -2, 106, -5, -10, -1, -6, 0.3, 10, 9
Cn1cc([N+](=O)[O-])c(C(=O)Nc2ccc3nc(-c4ccccc4)[nH]c3c2)n1
 : 33, -11, 2, 106, -4, 2, 0, -1, -2.4, -33, -9
Nn1c(SCC(=O)NC2CCCCC2)nnc1-c1ccccc1
 : -18, -7, -15, 71, 10, -9, -1, 4, -0.8, 18, -1
O=C(O)c1ccc(/C=N/Nc2ccc(F)cc2F)cc1
 : 4, 187, 4, 107, 10, 14, ·, 0, -2.9, -4, -1
Cc1ccc(-c2c3c(=O)n(C)c(=O)n(C)c3cn2Cc2cccnc2)cc1
 : -26, 221, -17, 96, 11, -3, -1, 1, 0.7, 26, -3
O=C(NCC(=O)N1CCC(Cc2ccccc2)CC1)c1ccc(Cl)cc1
 : 7, 47, 6, 112, 44, 1, -2, 1, -0.1, -7, -9
Cc1cccc(OCC(=O)Nc2ccc(S(=O)(=O)N3CCCC3)cc2)c1
 : 42, 3, -4, 101, 5, -11, 2, 1, -1.5, -42, -2
COc1ccc(C/C(O)=C(\C#N)c2nc3ccccc3s2)cc1
 : -6, -2, -7, 102, 5, -8, ·, 6, -1.1, 6, 5
CCCCn1c(N)c(N(CC)C(=O)c2cccc(OC)c2)c(=O)[nH]c1=O
 : 5, ·, -3, 129, -4, 15, -2, -5, -1.8, -5, 1
CCCn1c(N)c(C(=O)CSc2nc3ncc(Cl)cc3[nH]2)c(=O)n(C)c1=O
 : 69, -16, 1, 102, 32, 7, 1, 9, 0.3, -69, 28*
CCOc1ccc(S(=O)(=O)NCCC(=O)NCCOc2ccccc2OC)cc1
 : 20, -2, 3, 105, -2, 2, 2, 4, 1.6, -20, -12
CC1=NNC(=O)C1C(c1cccc(O)c1)C(C#N)C#N (centres undefined)
 : ·, -10, -10, 96, 9, 13, -10, -7, 0.9, ·, 2
CCN(Cc1ccccc1)Cc1nc(CCc2ccccc2)no1
 : ·, -7, -6, 89, -15, -12, 1, -9, -1.1, ·, 1
Cc1cc2[nH]c(=O)c(=O)[nH]c2cc1S(=O)(=O)NC1CCC(C)CC1 (centres undefined)
 : -11, -2, 4, 98, 52, 0, 9, 4, 0.8, 11, -1
CN(C)c1ccc(C(=O)OCC(=O)N2CCCC2)cc1
 : -5, -2, -6, 104, -9, 36, -3, -4, -0.6, 5, -5
CC(Oc1ccccc1)C(=O)N1CCN(c2ncccn2)CC1 (centres undefined)
 : 1, -12, -7, 106, 9, 4, -3, -5, 2.1, -1, 2
O=C(Cn1ncc2c1-c1ccccc1OC2)N(Cc1ccco1)C1CCCCC1
 : -1, -5, -4, 96, 3, ·, ·, 6, 0.2, 1, -4
CC1=C(C(=O)NCCN2CCOCC2)C2(CCC(C)CC2)OC1=O (centres undefined)
 : -50, -12, -4, 99, 10, 3, ·, -5, -1.1, 50, -2
Cc1ccc(N(CC(=O)NCCSCc2ccco2)S(=O)(=O)c2ccc(C)cc2)cc1
 : -18, 1, 10, 101, -4, 0, 0, 4, 0.8, 18, -11

The list goes on.
Below each compound – SR-BI HDL uptake, SUMO Mot1 rescue, PKA-R1A activ, DSG3 Ab inh, Arr AP2 block, MITF TRPM1 HTS, NSD2 HMT inh, PKA-R2B activ, CDK5 p35 inh, SR-BI uptake up, dFosB activator
CCc1nnc(NC(=O)c2ccc(N(C)S(=O)(=O)c3ccccc3)cc2)s1
 : 42, -23, -2, 97, 9, 6, -1, 3, 0.9, -42, 15
COc1ccc(S(=O)(=O)N2CCN(C(=O)CCOc3ccccc3)CC2)cc1OC
 : 4, 2, -18, 95, 4, -2, 0, -3, -0.6, -4, -6
COC(=O)c1ccc(NC(=O)Nc2ccc(OC)c(OC)c2)cc1
 : 21, -20, 5, 84, 0, -12, 0, 6, -1.6, -21, -7
O=C(COC(=O)C1=COCCO1)Nc1ccccc1Oc1ccccc1
 : -6, 11, -1, 103, 2, -12, -4, 2, 1.2, 6, -3
